Screening data deposited in PubChem BioAssay by National Center for Advancing Translational Sciences (NCATS).
EPAC2 ag = qHTS for Agonist of cAMP-regulated guanine nucleotide exchange factor 4 (EPAC2): primary screen. 360,000 compounds, 0.079% hits. Rap guanine nucleotide exchange factor 4 (Homo sapiens), Q8WZA2. EPAC2 activation, biochemical qHTS; response scale: 100% = 6.5 mM cAMP response. AID 720711, 2013. Potency, µM (series often up to 154 µM), without a hit: at the highest dose activation, hits mostly activators; also: nearly all actives have a fitted effect of over 50% in size
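Guanine nucleotide exchange by EPAC2 is measured as reduced fluorescence of BODIPY-GDP once it is released from 250 nM Rap1B. Plates are read kinetically for 30 min at room temperature; results are scaled to 6.5 mM cAMP.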
aSyn yeast inh = qHTS of alpha-syn Inhibitors; Potency, µM (highest dose often 46.1 µM), for the others: at the highest dose growth rescue (activation), hits mostly activators; 370,000 compounds, 0.14% hits; Yeast expressing alpha-synuclein, growth rescue, BacTiter-Glo, 24 h; also: % of control where 0% means no effect; nearly all actives have a fitted effect of over 65% in size
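Screening used galactose-induced yeast with toxic alpha-synuclein levels, exposed to compound for 24 hr at 30 deg C. Cell growth, read with BacTiter-Glo luminescence, gave the measured signal.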
TDP-43 yeast inh = qHTS of TDP-43 Inhibitors; TDP-43 expressing yeast growth rescue, BacTiter-Glo, 24 h; Potency, µM (top dose mostly 46.1 µM), for the others: at the highest dose growth rescue (activation), hits mostly activators; 410,000 compounds, 1.8% hits; also: % of control where 0% means no effect; nearly all actives have a fitted effect of over 50% in size
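Readout is BacTiter-Glo luminescence of cell growth, so inhibitors register as activators. TDP-43-expressing yeast at OD600=0.02 in galactose medium, after raffinose pregrowth to mid-log, were incubated with compound for 24 hr at 30 deg C.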
EPAC1 antag = qHTS for Antagonist of cAMP-regulated guanine nucleotide exchange factor 3 (EPAC1): primary screen | Rap guanine nucleotide exchange factor 3 (Homo sapiens), O95398 | EPAC1 GEF assay, Rap1b-BODIPY-GDP exchange fluorescence | Potency, µM (top dose mostly 115 µM), for inactives: at the highest dose activity change, negative = inhibition, most hits filed as inhibitors | 360,000 compounds, 0.14% hits | AID 720709, 2013;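 also: plate controls were vehicle for no effect and positive control for full effect; nearly all actives have a fitted effect of over 50% in size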
EPAC2 antag = qHTS for Antagonist of cAMP-regulated guanine nucleotide exchange factor 2 (EPAC2): primary screen | AID 720708, 2013 | 360,000 compounds, 0.18% hits | Rap guanine nucleotide exchange factor 4 (Homo sapiens), Q8WZA2 | EPAC2 GEF exchange of Rap1B-BODIPY-GDP, fluorescence | Potency, µM (titrated, usually from 114 µM), for the others: top-dose activity, negative = inhibition, hits mostly inhibitors; also: % is scaled to controls: 0 for no effect and ±100 for the full control effect; nearly all actives have a fitted effect of over 45% in size; many of its hits are not listed in these tables
PTHR1 ag = qHTS for PTHR1 Agonists: Primary Screen; AID 743266, 2014; Parathyroid hormone/parathyroid hormone-related peptide receptor (Homo sapiens), Q03431; Potency, µM (series often up to 115 µM), inactives show top-dose activation, hits mostly activators; HEK293 GP2 PTHR1 cells, GloSensor cAMP luminescence, 1 h; 410,000 compounds, 0.075% hits; also: nearly all actives have a fitted effect of over 55% in size; some results filed as inactive show a strong effect at the top dose; inactives centre near -15; many of its hits are not listed in these tables
Target sequence (Q03431 whole entry, looked up): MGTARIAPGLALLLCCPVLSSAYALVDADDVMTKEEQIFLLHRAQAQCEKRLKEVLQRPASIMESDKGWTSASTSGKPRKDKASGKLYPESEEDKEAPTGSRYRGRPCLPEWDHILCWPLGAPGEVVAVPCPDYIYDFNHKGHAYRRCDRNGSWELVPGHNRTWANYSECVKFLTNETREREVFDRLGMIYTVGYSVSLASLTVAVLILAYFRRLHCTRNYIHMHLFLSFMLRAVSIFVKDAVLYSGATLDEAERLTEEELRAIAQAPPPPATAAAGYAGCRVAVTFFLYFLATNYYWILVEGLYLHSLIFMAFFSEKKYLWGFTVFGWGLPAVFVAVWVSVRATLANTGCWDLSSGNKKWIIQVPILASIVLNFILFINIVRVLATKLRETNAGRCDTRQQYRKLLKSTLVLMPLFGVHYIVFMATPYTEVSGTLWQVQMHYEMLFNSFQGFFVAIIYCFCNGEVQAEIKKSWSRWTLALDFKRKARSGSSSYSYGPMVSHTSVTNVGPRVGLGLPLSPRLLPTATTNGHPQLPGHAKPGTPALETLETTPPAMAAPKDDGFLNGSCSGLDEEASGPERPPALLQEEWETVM
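HEK-293-derived GP2 cells expressing PTHR1 and a GloSensor cAMP reporter, 3,000/well, plated overnight, given luciferin plus IBMX (each 0.5 mM as added) for 1 h at 37 °C, then compound for 1 h at 37 °C. Luminescence was read after 15 min at room temperature.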
EPAC1 agonist = qHTS for Agonist of cAMP-regulated guanine nucleotide exchange factor 3 (EPAC1): primary screen; 360,000 compounds, 0.073% hits; EPAC1 agonist qHTS, biochemical assay; response scale: 100% = response to 6.5 mM cAMP; Potency, µM (titrated, usually from 154 µM), without a hit: at the highest dose activation, hits mostly activators; Rap guanine nucleotide exchange factor 3 (Homo sapiens), O95398; also: nearly all actives have a fitted effect of over 60% in size
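Compounds were pinned as a concentration titration into mixtures of EPAC1 (100 nM), BODIPY-GDP-loaded Rap1B (250 nM) and GDP (50 uM). After 5 min at room temperature, fluorescence was followed for 30 min; activity was scaled to 6.5 mM cAMP.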
FUS yeast rescue = qHTS for Suppressors of FUS Proteinopathy: Primary screen using FUS-linked yeast assay; Potency, µM (doses to about 76.6 µM), without a hit: at the top dose growth rescue (activation), usual class: activators; AID 1347120, 2019; 390,000 compounds, 0.24% hits; S. cerevisiae FUS-expressing, growth rescue, OD600, 24 h;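 also: plate controls were DMSO vehicle for no effect and reference control for full effect; nearly all actives have a fitted effect of over 55% in size; some results filed as inactive show a strong effect at the top dose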
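Quantitative HTS measuring growth restoration of FUS-toxic yeast. Galactose-induced cells (OD 0.005) were exposed 24hr at 30C to compounds at several concentrations, then absorbance at 600 nm was recorded.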
An asterisk follows results filed as active; i = inactive; ? = inconclusive; nt = not tested or not shown; & = joins results of further samples; [ ] = remark or other dose. Calls follow the shape of the dose curve; as a rule, active = well fitted curve in the direction sought with a large enough effect; inconclusive = small, poorly fitted or top-dose-only effect, or another doubt; inactive = no such curve, though single readings can be large; an effect the other way counts as inactive or inconclusive. Potency is read from the fitted curve at half-maximal effect. Not all compounds are listed. The share of hits here may be higher or lower than overall.

SMILES	EPAC2 ag	aSyn yeast inh	TDP-43 yeast inh	EPAC1 antag	EPAC2 antag	PTHR1 ag	EPAC1 agonist	FUS yeast rescue
CC(=O)NC(O)C(=O)c1ccco1 (configuration not stated)	11%	-4%	-22%	3%	-1%	-1%[57.5 µM]	8%	12%
CS(=O)(=O)c1ccccc1C(=O)Nc1ccc(-c2nc3ccccc3o2)cc1	22%	-4%	-4%	11%	6%	i	-15%	14%
CCc1ccccc1OCc1nc2ccc(S(=O)(=O)N3CCOCC3)cc2[nH]1	-8%	2%	19%	-17%	-11%	i	10%	27%
CCc1ccc(NC(=O)CN(c2ccc(OC)cc2)S(=O)(=O)c2c(C)nn(C)c2C)cc1	-11%	1%	24%	-4%	2%	i	-17%	24%
C/C(=C\C(=O)OCC(=O)NCc1ccccc1)C(=O)OCC(=O)NCc1ccccc1	4%	-5%	4%	-3%	6%	i	-7%	17%
Cc1cccc2cc(C(c3nnnn3Cc3ccccc3)N3CCN(c4ccccc4)CC3)c(=O)[nH]c12 (configuration not stated)	11%	7%	1%	-6%	-6%	i	-1%	?
CC(NC(=O)c1ccco1)C(=O)N1CC=C(c2ccccc2)CC1 (configuration not stated)	4%	8%	24%	-9%	-6%	-39%[inhibitor]	6%	-2%
CCOC(=O)c1[nH]c2ccc(OC)cc2c1NC(C)=O	-23%	-1%	-19%	13%	6%[57.1 µM]	i	1%	-7%
CC(C)(C)NC(=O)NC(=O)CSc1nncs1	3%	-1%	2%	-28%	-5%	i	-2%	-24%
CC(=O)O/N=C(\N)c1cnn2c(C(F)(F)F)cc(C(F)(F)F)nc12	5%	-5%	-9%	-29%	16%	21%	3%	-12%
COc1ccc(NC(=O)c2cc(S(=O)(=O)N3CCS(=O)(=O)CC3)ccc2Cl)cc1	-1%	-2%	7%	2%	15%	i	-6%	-28%
COCCn1c(SCC(=O)Nc2cc(C(C)(C)C)nn2-c2ccccc2)nc2ccccc2c1=O	-3%	-10%	-1%	1%	7%	i	-7%	nt
Cc1ccc(S(=O)(=O)NNC(=O)c2cc(C)c(C)cc2N)cc1	6%	9%	19%	-11%	-6%	-1%	1%	nt
CCOC(=O)c1nn(-c2ccccc2C)c(=O)cc1OCC(=O)N1CCN(c2ccccc2)CC1	-4%	-5%	-15%	1%	5%	-15%	3%	31%
Cn1c(-c2ccccc2)cc(=O)n1-c1ccccc1	15%	-1%	-18%	-18%	-1%	i	-1%	-7%
C[N+]1(CC(=O)OCCCc2ccccc2)CCCC1	8%	1%	-22%[9.22 µM]	1%	9%	i	5%	4%
CCOc1ccc2nc(SCC(=O)NC(=O)NCc3ccco3)sc2c1	-4%	-6%	-33%[inhibitor]	8%	-2%	17%[57.5 µM]	-7%	25%
CC(C)(C)c1ccc(C(=O)N2CCNCC2)cc1	6%	-5%	-4%	-1%	-1%	i	7%	-6%
O=c1[nH]c(/C(=N\O)c2ccccc2)no1	3%	8%	10%	12%	3%	i	-3%	11%
COC(=O)C1CCN(c2ccc(Cl)nn2)CC1	-2%	-3%	5%	20%	3%	i	-9%	-24%
Cc1cc(C)nc(SCc2cc(=O)c(OC(=O)c3cc([N+](=O)[O-])ccc3Cl)co2)n1	3%	9%	-4%	-5%	3%	i	8%	2%
Cc1ccc(NC(=O)Nc2nnc(Cc3ccc([N+](=O)[O-])cc3)s2)cc1	5%	-7%	8%	11%	-10%	-24%	-8%	nt
CC(Oc1ccc(F)cc1)C(=O)Nc1cc(S(=O)(=O)N2CCOCC2)ccc1N1CCN(C)CC1 (configuration not stated)	0%	2%	-3%	12%	-4%	i	12%	-11%
C=CCN(c1ccc(C(=O)N2CCCC2)cc1)S(C)(=O)=O	3%	4%	-4%	-10%	-9%	i	3%	19%
C[C@@H](C(=O)NCc1ccco1)N1C(=O)N2CCc3c([nH]c4ccccc34)[C@@]2(C)C1=O	6%	13%	-12%	-27%	10%	?	-32%[inhibitor]	-3%
NCCc1ccc(O)c(O)c1	4%	-10%&0%&2%	-4%	-19%	-5%	-5%	-13%	-27%
Cc1cc(Br)cc2c1N(C)C(=O)C2(c1ccc(O)cc1)c1ccc(O)cc1	3%	6%	14%	-12%	-14%	-14%	1%	33%
CC1(C)NC(=O)N(CC(=O)OCC(=O)Nc2c(Br)cc([N+](=O)[O-])cc2Br)C1=O	2%	0%[1.84 µM]	15%	20%	6%	-18%	10%	8%
Cc1cccc(NC(=O)CN2C(=O)N/C(=C/c3cc(C)n(C(C)C)c3C)C2=O)c1	-4%	21%	-9%	-2%	7%	26%[57.5 µM]	-20%	20µM*
O=C(COC(=O)c1ccc(Br)o1)NCCNC(=O)COC(=O)c1ccc(Br)o1	4%	-5%	-1%	-3%	-3%	-8%	4%	5%
O=C(Nc1cccc(C(=O)N2CCOCC2)c1)C1CC1	10%	-4%	14%	-2%	-2%	i	3%	-25%
O=C(NC1CCCCC1)C(c1ccc(O)cc1)N(C(=O)c1cnccn1)c1cccc(F)c1 (configuration not stated)	2%	-10%	-8%	-2%	6%	i	-6%	18%
COc1cccc(C(Nc2ccccn2)c2c(NC(=O)c3ccco3)sc(C)c2C)c1 (configuration not stated)	5%	0%	5%	-20%	-6%	-19%	15%	nt
COC(=O)CNC(=O)Cn1ccc2ccccc2c1=O	2%	8%	3%	-1%	2%	i	6%	-16%
Cc1ccnc(NC(=O)c2ccc(COc3ccc(Cl)cc3)o2)c1	8%	-1%	17%	-6%	-8%	-27%	19%	7%
CN1CCN(NC(=O)CN(C)S(=O)(=O)c2cc(Cl)ccc2Cl)CC1	11%	-6%	-13%	4%	12%	i	13%	37%
Cc1cc(C(=O)CN2C(=O)NC3(CCCc4ccccc43)C2=O)c(C)n1Cc1ccccc1 (configuration not stated)	2%	3%	9%	-11%	-2%	i	3%	?
COC(=O)c1ccccc1S(=O)(=O)N1CCC(C(=O)OCC(=O)NCC(F)(F)F)CC1	9%	0%	nt	-4%	-3%	-17%	1%	23%
Cc1nnc(NCCO)c2ccccc12	5%	-2%	-26%	27%	11%	-5%	0%	14%
NC(=O)c1ccccc1N=Cc1ccc2ccccc2c1	-7%	-7%	18%	-3%	13%	i	7%	-23%
CCN(c1ccccc1)S(=O)(=O)c1ccc(OC)c(NC(=O)Cc2ccccc2OC)c1	9%	2%	4%	3%	1%	-17%	-6%	41%
COc1cc2[nH]c(=O)n(CCC(=O)N3CCN(c4cc(Cl)ccc4C)CC3)c(=O)c2cc1OC	-20%	27%	11%	0%	8%	0%[57.5 µM]	-3%	11%
COc1ccc(-c2csc(C(C)(O)c3ccc(F)c(F)c3)n2)cc1OC (configuration not stated)	14%	9%	22µM*	-17%	-2%	-9%	-5%	14%
O=C(Nc1nc2ccccc2[nH]1)C1CCCC1	3%	18%	10%	-9%	-2%	-59%[inhibitor]	8%	0%
CCOc1ccc(Br)cc1S(=O)(=O)NCc1ccncc1	6%	13%	25%[9.22 µM]	-14%	2%	-15%	4%	5%
CCCCCCC(=O)OCC(=O)c1ccc2c(c1)NC(=O)CO2	1%	8%	16µM*	-1%	-4%	-40%[inhibitor]	-1%	17%
CCCC(=O)Nc1c(-c2ccccc2)c(=O)c(C)nn1-c1ccc(C)cc1	7%	-2%	2%	-5%	-5%	i	1%	-5%
Cc1cc(/C=C\c2ccccc2)nc2ccccc12	17%	?	8%	-5%	-5%	-28%	13%	-25%
Cc1cccc(C)c1OCC(O)CN1CCN(c2ccccn2)CC1 (configuration not stated)	10%	-1%	6%	6%	-3%	i	2%	-10%
O=C(O)c1cc(O)ccc1-c1ccc(O)cc1	-1%	4%	6%	11%	2%	i	-7%	6%

Whole records from above. Screens in order: EPAC2 ag, aSyn yeast inh, TDP-43 yeast inh, EPAC1 antag, EPAC2 antag, PTHR1 ag, EPAC1 agonist, FUS yeast rescue
Listed for `CCc1ccccc1OCc1nc2ccc(S(=O)(=O)N3CCOCC3)cc2[nH]1` = -8%, 2%, 19%, -17%, -11%, i, 10%, 27%
Listed for `Cc1cc(/C=C\c2ccccc2)nc2ccccc12` = 17%, ?, 8%, -5%, -5%, -28%, 13%, -25%
Listed for `C=CCN(c1ccc(C(=O)N2CCCC2)cc1)S(C)(=O)=O` = 3%, 4%, -4%, -10%, -9%, i, 3%, 19%

(next part)
SMILES	EPAC2 ag	aSyn yeast inh	TDP-43 yeast inh	EPAC1 antag	EPAC2 antag	PTHR1 ag	EPAC1 agonist	FUS yeast rescue
Cc1nc2sccn2c(=O)c1S(=O)(=O)N1CCN(c2ccccc2)CC1	12%	1%	6%	15%	-14%	-6%	-1%	-21%
O=C(O)c1cccc(NC(=S)NC(=O)c2ccc(-c3ccccc3)cc2)c1	4%	7%	7%	2%	-4%	-9%	3%	-9%
Cc1ccc(C#CC[N+](C)(C)CC#Cc2ccccc2)cc1	2%	12%	2%	0%	-4%	i	10%	9%
O=C(CSc1nc2ccccc2c(=O)n1-c1ccc(F)cc1)Nc1ccc(C(=O)O)cc1	-3%	6%	3%	-6%	2%	i	-12%	15%
Cc1[nH]nc(-c2ccc(O)cc2O)c1-c1ccc(Cl)cc1	29%	1%	20µM*	-5%	-22%	-31%[inhibitor]	20%	32%
Cc1cc(C(=O)N2CCOCC2)n(-c2ccccc2)n1	5%	-1%	3%	-8%	8%	16%	-4%	-19%
Nc1ncnc2c1ncn2[C@@H]1O[C@H](CNCc2ccc(OCC(=O)Nc3nccs3)cc2)[C@@H](O)[C@H]1O	5%	-2%	6%	4%	2%	-25%	-19%	-26%
CC(C)(C)OC(=O)C[C@H]1C/C=C\C[C@@H](CC(=O)N(CCO)Cc2ccccc2)C(=O)N2CCC[C@H]2COC1=O	0%	-2%	-12%	-13%	5%	i	-10%	24%
